ROMK mod: modulates human ROMK potassium channel activity; Tet-inducible ROMK, thallium flux fluorescence; actives lie on both sides; P48048; 130,000 tested, 2% active; B-score at 10 µM;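 active = signal ratio slope over the read window, or its plate-corrected B-score, at least 3 SD from the plate mean, either direction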;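 note: B-score of the F/F0 ratio slope over 7 to 12 s after thallium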
Target sequence (P48048 whole entry, looked up): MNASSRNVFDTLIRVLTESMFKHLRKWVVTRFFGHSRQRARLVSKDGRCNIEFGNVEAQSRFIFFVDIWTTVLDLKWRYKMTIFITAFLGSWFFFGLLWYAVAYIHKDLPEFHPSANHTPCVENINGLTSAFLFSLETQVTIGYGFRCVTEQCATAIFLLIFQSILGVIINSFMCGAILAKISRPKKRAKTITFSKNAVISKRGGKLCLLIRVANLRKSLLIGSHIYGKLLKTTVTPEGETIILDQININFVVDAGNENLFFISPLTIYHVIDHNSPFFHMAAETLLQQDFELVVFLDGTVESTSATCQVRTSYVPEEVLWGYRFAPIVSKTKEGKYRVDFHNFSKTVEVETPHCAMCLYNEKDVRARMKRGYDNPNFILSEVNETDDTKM
S1P3 antag: blocks the human S1P3 receptor; Q99500; CHO S1P3 NFAT-BLA reporter, FRET fluorescence, antagonist mode; inhibition, % at 4.98 µM; 170,000 tested, 0.27% active; AID 485;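 active = inhibition above the plate cutoff, the mean inhibition of test wells on that plate plus 3 SD, cut at about 28% in these data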;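 note: cells challenged with S1P at its EC80 of 0.8 µM; blue over green emission ratio from cleaved BLA substrate after 4 h stimulation; 0% = S1P-stimulated wells and 100% = unstimulated DMSO-only wells; some compounds past the cut are filed as inactive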
Target sequence (Q99500 whole entry, looked up): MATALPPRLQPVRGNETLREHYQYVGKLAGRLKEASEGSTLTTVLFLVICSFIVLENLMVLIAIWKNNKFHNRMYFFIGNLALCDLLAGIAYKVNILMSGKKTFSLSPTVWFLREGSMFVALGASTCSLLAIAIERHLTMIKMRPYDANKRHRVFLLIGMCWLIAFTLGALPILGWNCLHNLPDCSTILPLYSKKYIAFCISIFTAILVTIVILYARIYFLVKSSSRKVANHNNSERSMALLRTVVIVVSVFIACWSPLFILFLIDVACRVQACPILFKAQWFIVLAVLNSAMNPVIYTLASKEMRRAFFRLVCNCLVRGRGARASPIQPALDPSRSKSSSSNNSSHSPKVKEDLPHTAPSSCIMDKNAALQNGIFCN
An asterisk follows results filed as active. This is a subset; the hit share may differ from the screen's.

ROMK mod | S1P3 antag | SMILES
-0.66 | 5 | CC1=NNC(=O)C1CCC(=O)N/N=C/c1ccccc1 (stereo not drawn)
-0.42 | -15 | COC(=O)c1ccc(OC)c(OC)c1Cl
-0.32 | -3 | COc1ccc2c(c1OC)C(=O)N(c1ccc(C)cc1)C2
1.3 | -4 | O=C(NN=C1C2CC3CC(C2)CC1C3)c1ccccc1O
-1 | -21 | CC(C)(C)C(=O)CSc1ncnc2c1cnn2-c1ccccc1
0.19 | 0 | c1ccc(CN(Cc2ccccc2)c2c3c(nc4ncnn24)CCC3)cc1
0.31 | 4 | CSCCC(NS(=O)(=O)c1ccc2c(c1)oc(=O)n2C)C(=O)NCc1ccccc1 (stereo not drawn)
-0.64 | 3 | Cc1cccc(-c2noc(CCC(=O)Nc3ccc(C(N)=O)cc3)n2)c1
-2.4 | 2 | COc1ccc(N(C)C(=O)c2oc(=O)c3ccccc3c2-c2ccccc2)c(OC)c1
-1 | -12 | CCN(CC)c1ccc(NC(=O)C2CCC(CNc3c(N4CCCC4)c(=O)c3=O)CC2)c(C)c1 (stereo not drawn)
0.7 | -1 | C/C(=N/NC(=O)C1COc2ccccc2O1)c1ccc(Br)s1 (stereo not drawn)
-0.78 | -2 | CCOc1cc(/C=N/Nc2cc(C)nc(-n3nc(C)cc3C)n2)ccc1O
-1.3 | -4 | Cc1ccc(Nc2c(-c3ccccc3O)nc3ncccn23)cc1
0.29 | -2 | COc1ccc(/C=N/N2C(=N)SCC2=O)cc1
-0.18 | 0 | Cn1c(NNC(=O)c2c(F)cccc2F)cc(=O)n(C)c1=O
0.35 | 10 | CCC1S/C(=N/N=C/c2ccco2)N(Cc2ccccc2)C1=O (stereo not drawn)
0.073 | -5 | CCCc1nc2oc3c(NCC(C)O)ncnc3c2c2c1CCCC2 (stereo not drawn)
1.5 | -11 | COc1cccc(N2C(=O)CC(N3CCc4ccccc4C3)C2=O)c1 (stereo not drawn)
0.062 | -9 | CC1CC2OC(=O)C3(C)CCCC(C)(C23)C1(O)CCc1ccoc1 (stereo not drawn)
-1.1 | 28 | Cn1nc(C(F)(F)F)c(-c2ccc(Br)cc2)c1NC(=O)c1ccco1
-0.17 | -7 | CC1CCCN(S(=O)(=O)c2ccc3c(c2)n(C)c(=O)c(=O)n3C)C1 (stereo not drawn)
1.5 | -9 | COC(=O)c1c(NC(=O)CCC(=O)O)sc(Cc2ccccc2)c1C
0.12 | -4 | COc1ccccc1C(=O)NN1C(=O)/C(=C/c2cccn2C)SC1=S
-0.31 | -3 | Cc1nc(-c2ccccn2)nc(SCC(=O)c2ccc(F)cc2)c1Cl
-0.21 | -3 | CCOC(=O)Cn1c(=NC(=O)C(C)C)sc2c(C)cc(C)cc21
-0.54 | -23 | CCOc1ccc(-c2noc(-c3cccnc3)n2)cc1OCC
-0.13 | 5 | CCCCn1cnc2c(c1=O)c1nc3ccccc3nc1n2Cc1ccc2c(c1)OCO2
-0.29 | 1 | C/C(=N/NC(=O)CNC(=O)c1ccncc1)c1ccc(Cl)cc1
0.16 | -6 | CC(C)C(NS(=O)(=O)c1cccc2nsnc12)C(=O)NCc1ccco1 (stereo not drawn)
-0.78 | -8 | CC(C)(C)C(=O)/C(C#N)=C/c1cccs1
2.3 | 4 | CC(=O)Nc1ccc(-c2csc(N/N=C\c3ccncc3)n2)cc1
-0.6 | -4 | O=C1NC(c2ccccc2Br)=N/C1=C\c1ccco1
0.17 | -12 | CCOC(=O)/C(C#N)=N/Nc1ccccc1C(=O)O
-0.58 | -1 | COc1ccc(-c2nnc(SCc3ccc(C(=O)O)cc3)n2N)cc1
0.17 | 0 | CCOC(=O)CCCNC(=O)CCNC(=O)c1ccc(OCC(C)C)cc1
-0.044 | -3 | O=C(NCCCN1CCOCC1)C(=O)N/N=C/c1cccc2ccccc12
-2.9* | 3 | Cc1nn(C)c(C(=O)Sc2cccc(Cl)c2)c1[N+](=O)[O-]
-7.4* | -7 | CCC(=O)Oc1ccc2c(c1)O/C(=C\c1ccco1)C2=O
0.53 | 13 | Cc1nn(C(C)(C)C)c(C)c1/C=N/OC(=O)Nc1ccc(Cl)cc1
-0.62 | -3 | O=C(Cc1nnc(NC(=O)Nc2ccccc2)s1)Nc1ccccc1
1.6 | 13 | CS(=O)(=O)c1ccc2sc(NC(=O)c3cc4ccccc4o3)nc2c1
-1.1 | -4 | On1nnc2ccccc21
0.0034 | -4 | COC(=O)[C@H](CC(C)C)NC(=O)N1CCCCC1C (stereo partly drawn)
0.39 | -4 | Cn1c(NC(=O)c2ccc(F)cc2)c(-c2cccs2)c(=O)c2ccccc21
-0.27 | -5 | COc1ccc(C(=O)c2ccc(OC)cc2OC)cc1
-0.19 | 12 | CCOC(=O)c1cnn(-c2ccccc2)c1NC(=O)CN1CCCCC1
-0.56 | 7 | CN(Cc1ccccc1)S(=O)(=O)c1ccc2c(c1)n(C)c(=O)c(=O)n2C
-0.2 | -10 | C=C(C)c1cccc(C(C)(C)NC(=O)Nc2nncs2)c1
-0.21 | 3 | Cc1n[nH]c(C)c1CCC(=O)N/N=C/c1c(C)[nH]c2ccccc12
-1.1 | -2 | COc1ccc(NC(=O)CCC(=O)N/N=C/c2ccncc2)cc1
-0.94 | 19 | CCOC(=O)COc1cccc2c(=O)n(CC(=O)N3CCCCC3)ccc12
0.89 | 0 | O=C(Nc1ccc(Cl)cc1)N1CCCC(Cn2cccc2)C1 (stereo not drawn)
0.3 | 13 | COc1ccc(C(Nc2cc(C)ccn2)c2ccc3ccc(C)nc3c2O)cc1 (stereo not drawn)
1.4 | 6 | CCc1ccc(C(=O)Nc2ccc(C)c(NS(C)(=O)=O)c2)cc1
-0.067 | 9 | COc1cccc(/C=N/Nc2nnc3c(n2)[nH]c2ccccc23)c1OC
0.53 | -4 | C=CCn1c(SCC(N)=O)nnc1-c1cnccn1
-0.3 | 7 | Cn1nccc1NC(=O)Nc1cccc(Cl)c1Cl
0.61 | -8 | CN(CCc1ccccn1)C(=O)c1cccnc1Oc1ccccc1
0.094 | -15 | Cc1ccc2c(c1)c1ccc3c(c1n2C)C(=O)C=CC3=O
2.4 | 0 | O=C(O)c1cccnc1SCC(=O)N1CCCc2ccccc21

Next records follow.
ROMK mod | S1P3 antag | SMILES
-0.81 | -11 | C=CCn1cnc2c(sc3nc(C)cc(C)c32)c1=O
0.83 | 2 | O=c1[nH]c(=O)c2nnc(N/N=C/c3ccccc3F)nc2[nH]1
0.06 | -11 | CC1(C)Cc2c(c(=S)nc(-c3ccccc3)n2Cc2cccnc2)CO1
0.43 | 7 | Cc1nc2nc(SCc3ccc([N+](=O)[O-])cc3)[nH]c2cc1Br
0.12 | 20 | COCCOC(=O)c1c(C)oc2ccc(NS(=O)(=O)c3ccc(F)cc3)cc12
1.1 | 5 | O=C(Cc1ccc([N+](=O)[O-])cc1)c1c(O)cc(O)cc1O
-1.2 | 4 | COc1ccc2cc3c(N)nn(C(=O)c4ccc(F)cc4)c3nc2c1
0.68 | -12 | CC(C)N(C)CCOC(=O)C1COc2ccccc2O1 (stereo not drawn)
0.5 | 3 | Cc1c(C(=O)c2ccccc2)oc2ccc3ccccc3c12
-0.051 | -5 | O=C(NNc1nc(-c2ccccc2)cs1)c1cccs1
0.048 | 1 | OCCN(CC#CCC(O)(c1ccccc1)C1CCCC1)CCO (stereo not drawn)
-0.014 | -12 | O=C(O)c1cc(N/N=C/c2ccc(N3CCOCC3)cc2)ccc1Cl

Single values from the entries so far.
Under ROMK mod, COc1ccc(N(C)C(=O)c2oc(=O)c3ccccc3c2-c2ccccc2)c(OC)c1 has -2.4
Under ROMK mod, CCCCn1cnc2c(c1=O)c1nc3ccccc3nc1n2Cc1ccc2c(c1)OCO2 has -0.13
Under ROMK mod, On1nnc2ccccc21 has -1.1
Under S1P3 antag, Cn1c(NC(=O)c2ccc(F)cc2)c(-c2cccs2)c(=O)c2ccccc21 has -4
Under ROMK mod, CC1=NNC(=O)C1CCC(=O)N/N=C/c1ccccc1 (stereo not drawn) has -0.66

Later entries:
ROMK mod | S1P3 antag | SMILES
-0.85 | -12 | O=C(CN1C(=O)/C(=C2\SC(=S)N(C3CCS(=O)(=O)C3)C2=O)c2ccccc21)Nc1ccc(F)cc1 (stereo not drawn)
-1 | 3 | O=S(=O)(CS(=O)(=O)c1ccc(Cl)cc1)c1ccc(Cl)cc1
-1.1 | -10 | Cc1ccc2c(c1)c1c(n2CC(O)CN2CCCCC2C)CCCC1 (stereo not drawn)
0.18 | -14 | CC(C)Oc1ccc(CCC(=O)NNC(=O)CCC(=O)O)cc1
0.17 | 8 | Cc1cccc(N(C)C(=O)c2cc3c(=O)[nH]c4ccc(C)cc4c3s2)c1
0.049 | 16 | NC(=O)c1cc2ccncc2c2ccccc12
0.43 | -6 | CCN(CCS(=O)(=O)c1ccc(Cl)cc1)C(=O)Nc1ccccc1
0.47 | -6 | Cc1cc(C)cc(NC(=O)Oc2ccccc2N2CCCCC2)c1
0.6 | 28* | O=C(N/N=C\C=C\c1ccco1)C1COc2ccccc2O1 (stereo not drawn)
-1.2 | -11 | COc1ccc(/C=N/n2cnc3c([nH]c4ccc(F)cc43)c2=O)cc1CSc1ccccn1
-0.3 | -6 | Fc1ccc(N2CCN(Cc3c[nH]c4ccccc34)CC2)cc1
-0.0054 | 16 | Cc1nc2c(-c3ccc(F)cc3)c(C)nn2c(C)c1CCC(=O)Nc1ccc(F)cc1F
-0.64 | -4 | O=C(O)COCC(=O)N1CCN(C(c2ccccc2)c2ccccc2)CC1
0.23 | -1 | CCOC(=O)Cn1cnc2c(sc3nc(C)cc(C)c32)c1=O
-0.024 | 0 | C=Cc1ccc(CSc2cc(C)nc3nc(C)nn23)cc1
-0.72 | -3 | COc1ccccc1NC(=S)NC1CC2CCC1C2 (stereo not drawn)
0.79 | 12 | O=C(Nc1ccc(OC(F)(F)F)cc1)Oc1ccccc1N1CCOCC1
0.16 | -1 | CC1SCC(=NOCc2ccccc2)CS1 (stereo not drawn)
-0.25 | -5 | Cc1c(CCC(=O)O)c(=O)oc2cc3oc4c(c3cc12)CCCC4
0.23 | 14 | COc1cc(/C=N/Nc2cc(C)nc(NS(=O)(=O)c3ccccc3)n2)ccc1O
-0.79 | 0 | CC(C)C(=O)Nc1nnc(Cc2c[nH]c3ccccc23)s1
0.35 | 10 | Cc1ncc(CO)c2cc(-c3nnc(Nc4ccc5c(c4)OCO5)s3)c(=O)oc12
0.28 | 3 | O=C(/C=C/Sc1ccc(C(F)(F)F)cn1)c1ccccc1
2.1 | -10 | Cc1[nH]n(-c2ccccc2)c(=O)c1C(=O)c1ccccc1

Three compounds already listed, ordered by their value in ROMK mod, smallest number first:
ROMK mod | S1P3 antag | SMILES
-0.79 | 0 | CC(C)C(=O)Nc1nnc(Cc2c[nH]c3ccccc23)s1
-0.72 | -3 | COc1ccccc1NC(=S)NC1CC2CCC1C2 (stereo not drawn)
0.28 | 3 | O=C(/C=C/Sc1ccc(C(F)(F)F)cn1)c1ccccc1

Looked up by structure from the list above:
ROMK mod | S1P3 antag | SMILES
0.28 | 3 | O=C(/C=C/Sc1ccc(C(F)(F)F)cn1)c1ccccc1
2.1 | -10 | Cc1[nH]n(-c2ccccc2)c(=O)c1C(=O)c1ccccc1
0.23 | -1 | CCOC(=O)Cn1cnc2c(sc3nc(C)cc(C)c32)c1=O
0.23 | 14 | COc1cc(/C=N/Nc2cc(C)nc(NS(=O)(=O)c3ccccc3)n2)ccc1O

(listing goes on)
ROMK mod | S1P3 antag | SMILES
-1.6 | 12 | CC(=O)n1cc(N(C(=O)CCl)c2ccc(Cl)cc2)c2ccccc21
0.071 | 11 | Cn1nnc(NC(=O)c2cccc([N+](=O)[O-])c2)n1
-0.73 | -10 | COc1ccc(/C=N/NC(=O)c2ccccc2O)cc1Cn1nnc2ccccc21
0.24 | 3 | CCOC(=O)COc1nc(-c2ccc(C)cc2)cc(-c2ccco2)c1C#N
1 | 9 | Cc1onc(-c2c(Cl)cccc2Cl)c1C(=O)OCC(=O)c1ccccc1
0.4 | 10 | Cc1oc2ccccc2c1CC(=O)NCCCN(C)C
-1.4 | -14 | O=C(C[n+]1ccc2c(c1)nnn2-c1ccccc1)c1ccc(Cl)cc1
-0.42 | 6 | Cc1ccc(C(=O)Oc2ccccc2N2CCOCC2)cc1
0.025 | -10 | Cc1cc(Nc2cccc(F)c2)nc(N2CCOCC2)n1
1.2 | 5 | COC(=O)c1sccc1S(=O)(=O)Nc1ccc(Cl)cc1
-1.1 | 8 | Cc1[nH]c2ccccc2c(=O)c1C(=O)/C=C/c1ccccc1
1.7 | 6 | CSCCC(NS(=O)(=O)c1ccc2c(c1)oc(=O)n2C)C(=O)NCc1ccc(C)cc1 (stereo not drawn)
2.2 | -2 | Cc1ccc(NC(=O)c2ccc(F)cc2F)cc1NS(C)(=O)=O
-0.71 | 3 | C/C(=N\NC(=O)CSc1nc2ccccc2o1)c1cccc(O)c1
-0.14 | -2 | Cc1ccc(N2C(=O)CC(Nc3cccc4ccccc34)C2=O)cc1 (stereo not drawn)
0.0064 | -1 | Cc1cc(C)nc(N2CCN(C(=O)CCC(=O)Nc3nnc(CC(C)C)s3)CC2)n1
0.78 | -18 | CCc1nnc(NC(=O)C2CCC(CNc3c(N4CCC(C)CC4)c(=O)c3=O)CC2)s1 (stereo not drawn)
0.3 | 4 | Cc1cc(C(=O)NCc2ccccc2Cl)n(-c2ccccc2)n1
-0.75 | -7 | Cn1c(SCC(=O)NC(=O)Nc2ccccc2)nnc1-c1ccncc1
0.76 | 3 | O=C(N/N=C/c1cccs1)c1n[nH]c2c1CCCC2
0.14 | 2 | Cc1cc(C)c2ccc(=O)n(CC(=O)N/N=C/c3ccccc3Cl)c2n1
-1.6 | -5 | COc1cc(CN2CCC(CO)(CCOc3ccccc3)CC2)cc(OC)c1
0.035 | 10 | O=[N+]([O-])c1ccccc1CSc1ccccn1
0.052 | -10 | NC(=S)N/N=C/c1cccc(/C=N/NC(N)=S)c1

Screening results: PubChem, several laboratories
